Source: PubChem (National Center for Advancing Translational Sciences (NCATS))
BLM helicase inh – Bloom syndrome helicase (human) inhibition; recombinant BLM DNA unwinding, fluorescence dequenching; 0.2% of 350,000 active; AID 2528; P54132; Potency, µM (titrated, usually from 56.1 µM), for inactives: at the top dose activity change, negative = inhibition, actives largely listed as inhibitors;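 further: potency means the concentration at half of the fitted maximal effect; plate controls were vehicle for no effect and no enzyme for full effect; nearly all actives have a fitted effect of over 35% in size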
Target sequence (P54132 whole entry, looked up): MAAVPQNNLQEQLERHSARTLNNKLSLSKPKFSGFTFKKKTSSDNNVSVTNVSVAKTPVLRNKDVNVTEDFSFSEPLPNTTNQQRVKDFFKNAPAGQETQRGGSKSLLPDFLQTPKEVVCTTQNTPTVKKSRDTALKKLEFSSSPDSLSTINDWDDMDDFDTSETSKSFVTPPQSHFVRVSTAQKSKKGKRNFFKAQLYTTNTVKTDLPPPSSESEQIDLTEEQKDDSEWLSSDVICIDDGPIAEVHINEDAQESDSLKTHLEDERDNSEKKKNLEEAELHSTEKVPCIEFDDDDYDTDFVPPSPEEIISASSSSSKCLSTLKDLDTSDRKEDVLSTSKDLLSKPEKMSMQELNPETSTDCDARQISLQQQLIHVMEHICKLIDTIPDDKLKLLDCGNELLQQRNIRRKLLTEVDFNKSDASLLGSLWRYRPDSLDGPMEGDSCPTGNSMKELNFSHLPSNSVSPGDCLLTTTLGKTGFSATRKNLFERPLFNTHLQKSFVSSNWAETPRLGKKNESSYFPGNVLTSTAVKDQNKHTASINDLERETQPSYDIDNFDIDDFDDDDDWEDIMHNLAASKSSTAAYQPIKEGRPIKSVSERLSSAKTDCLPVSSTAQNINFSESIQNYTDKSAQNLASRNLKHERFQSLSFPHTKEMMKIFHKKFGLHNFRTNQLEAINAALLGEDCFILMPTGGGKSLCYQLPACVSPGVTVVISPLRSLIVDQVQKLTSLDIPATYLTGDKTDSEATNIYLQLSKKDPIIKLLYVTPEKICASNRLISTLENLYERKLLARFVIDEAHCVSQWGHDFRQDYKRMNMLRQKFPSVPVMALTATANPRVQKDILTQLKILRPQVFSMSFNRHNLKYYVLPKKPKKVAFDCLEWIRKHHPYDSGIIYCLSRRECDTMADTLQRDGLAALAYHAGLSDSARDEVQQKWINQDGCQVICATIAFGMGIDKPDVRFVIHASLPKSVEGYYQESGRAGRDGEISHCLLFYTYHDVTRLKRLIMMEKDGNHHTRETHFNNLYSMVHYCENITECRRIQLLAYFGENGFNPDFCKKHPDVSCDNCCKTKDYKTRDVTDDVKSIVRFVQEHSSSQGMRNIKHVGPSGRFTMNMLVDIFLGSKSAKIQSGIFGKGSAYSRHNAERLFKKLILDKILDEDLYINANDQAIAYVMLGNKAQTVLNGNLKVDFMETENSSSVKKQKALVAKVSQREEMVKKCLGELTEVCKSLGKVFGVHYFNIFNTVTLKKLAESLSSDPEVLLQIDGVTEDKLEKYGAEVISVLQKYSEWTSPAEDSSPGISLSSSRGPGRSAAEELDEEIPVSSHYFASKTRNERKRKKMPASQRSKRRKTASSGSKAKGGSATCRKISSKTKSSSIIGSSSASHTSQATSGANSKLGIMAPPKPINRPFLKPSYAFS
ALOX12 inh – blocks human arachidonate 12S-lipoxygenase; P18054; purified 12hLO, xylenol orange hydroperoxide absorbance; Potency, µM (top dose mostly 108 µM), for inactives: top-dose activity change, negative = inhibition, most hits filed as inhibitors; 1.1% of 580,000 active; AID 1671190; further: potency means the concentration at half of the fitted maximal effect; on the % scale 0 is the no-effect control and ±100 the full control effect
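Hydroperoxide product was detected by ferrous iron/xylenol orange as the 573 to 405 nm absorbance ratio. Arachidonic acid at 40 uM (final) was turned over for 30 min at room temperature by 150 nM human 12hLO, pH 7.0 Hepes buffer, after 15 min compound preincubation.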
Apoferritin bind – candidate novel general anesthetic via apoferritin binding; P02791; apoferritin/1-aminoanthracene competitive binding, fluorescence; Potency, µM (titrated, usually from 77.5 µM), for inactives: top-dose activity change, negative = displacement, hits mostly inhibitors; 0.074% of 350,000 active; AID 485281; further: potency means the concentration at half of the fitted maximal effect; on the % scale 0 is the no-effect control and ±100 the full control effect; nearly all actives have a fitted effect of over 20% in size
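Concentration-response curves derived by four-parameter Hill fitting of normalized fluorescence, where compounds displaced 1-AMA from 10 uM horse apoferritin following a brief 10 min room-temperature incubation; propofol titration acted as positive control.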
Pol kappa inh – inhibitors of human DNA polymerase kappa. Potency, µM (titrated, usually from 107 µM), for the others: at the top dose activity, negative = inhibition, usual class: inhibitors. AID 588579. Q9UBT6. 0.53% of 400,000 active. purified Pol kappa, fluorescent DNA synthesis assay, 10 min; further: potency means the concentration at half of the fitted maximal effect; on the % scale 0 is the no-effect control and ±100 the full control effect
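Pol kappa 10 nM + cpd, 15 min RT; start w/ substrate 50 nM final; fluorescence kinetic read, 0 and 10 min. Neg ctrl: buffer, no enzyme.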
APE1 inh – blocks human APE1 abasic DNA cleavage; 0.35% of 350,000 active; recombinant APE1, TAMRA/BHQ-2 abasic DNA cleavage fluorescence; P27695; Potency, µM (highest dose often 65.8 µM), for the others: top-dose activity change, negative = inhibition, usual class: inhibitors;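 further: potency means the concentration at half of the fitted maximal effect; plate controls were vehicle for no effect and reference inhibitor for full effect; nearly all actives have a fitted effect of over 55% in size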
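Enzyme (0.75 nM final) and test compound are incubated 15 min at room temperature before adding 50 nM quenched THF abasic-site duplex. Cleavage dequenches TAMRA, followed at 525/598 nm over three reads one minute apart.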
POLI inh – DNA polymerase iota (human) inhibition; AID 588590; Q9UNA4; 1% of 390,000 active; Pol iota fluorescent replication assay, 10 min; Potency, µM (titrated, usually from 115 µM), inactives show at the highest dose activity, negative = inhibition, actives largely listed as inhibitors; further: potency means the concentration at half of the fitted maximal effect
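Pol iota at 10 nM preincubated 15 min with compounds at room temperature; reaction started with fluorescent substrate, 50 nM final. Fluorescence read kinetically at 0 and 10 min; buffer-only wells as negative control.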
POLB inh – DNA polymerase beta (human) inhibition; 1.3% of 340,000 active; AID 485314; P06746; Potency, µM (doses to about 114 µM), without a hit: at the top dose activity change, negative = inhibition, usual class: inhibitors; Pol beta primer extension/strand displacement, fluorescence kinetic; further: potency means the concentration at half of the fitted maximal effect; on the % scale 0 is the no-effect control and ±100 the full control effect
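Human Pol beta at 10 nM; strand-displacement substrate 50 nM final. Compound exposure 15 min at room temperature before start, reaction 10 min at room temperature.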
TRHR ag – TRH receptor (human) agonism. TRHR cells, calcium flux fluo-8, FDSS agonist mode. activation, % at 2 µM. 0.18% of 360,000 active. AID 493084; in the data active means activation above about 30%; further: 0% is about no effect
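In this calcium-flux screen, cells bearing human TRHR are dye-loaded with fluo-8, baselined for 10 cycles, then exposed to library compounds; positive kinetic calcium responses during the agonist phase mark hits, with TRH as control.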
ERG-DNA inh – inhibitors of human ERG Ets domain-DNA interaction | P11308 | fluorescence polarization, His-ERG Ets domain / labelled DNA | Potency, µM (series often up to 76.9 µM), for inactives: top-dose FP activity, negative = inhibition, hits mostly inhibitors | 0.028% of 370,000 active | AID 624246; active means well fitted inhibition curve with a large enough effect in the polarisation, with a control signal flat; inconclusive means small, poorly fitted or top-dose-only effect, or effect the other way, or a change in a side signal; inactive means no such curve, though single readings can be large or run the other way; the % refers to the polarisation;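 further: polarization taken with two DNA probes labelled with fluorescein and Texas red; potency means the concentration at half of the fitted maximal effect; % of control where 0% means no effect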
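His-tagged ERG Ets domain (1 uM in the protein solution; 300mM KCl, 50mM Tris-HCl, 1mM EDTA, 1mM DTT, pH 7.5) received compound, then a probe mix of 5 nM fluorescein-DNA and 100nM Texas-615-DNA. Fluorescence polarization was read for both dyes.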
An asterisk follows results filed as active; ? = inconclusive; . = not tested or not shown; & = joins results of further samples; [ ] = dose if it differs, or a comment. Unless noted, the call rests on the fitted dose curve; in most records, active means well fitted curve in the direction sought with a large enough effect; inconclusive means small, poorly fitted or top-dose-only effect, or another doubt; inactive means no such curve, though single readings can be large; an effect the other way counts as inactive or inconclusive.

The line under a structure holds: POLB inh | ERG-DNA inh | APE1 inh | ALOX12 inh | Pol kappa inh | Apoferritin bind | TRHR ag | POLI inh | BLM helicase inh
1) Cc1ccc(C(=O)Nc2ccc(-c3nc4ccccc4s3)cc2C)cc1C
    0.0% | -1.3% | . | -3.7%&-15.5% | -12.0% | -3.7% | 1.4 | -6.4% | -2.3%
2) CCn1cc(C(=O)O)c(=O)c2cc(S(=O)(=O)N(C)C)ccc21
    -0.6% | -3.2% | 13.9% | ? | 0.7% | -16.1% | 0.4 | -9.6%[58.9 µM] | -10.1%
3) CCCOc1ccc(C2/C(=C(/O)c3ccccc3)C(=O)C(=O)N2CCCN(C)C)cc1OC (stereo not drawn)
    . | 3.0% | . | 0.0% | 2.8% | . | . | 11.6% | .
4) Cc1ccc(COC(=O)c2cc(S(=O)(=O)N3CCCCC3)ccc2N2CCOCC2)cc1
    . | 4.8% | -9.9% | -14.4% | -18.2% | . | 0.6 | 28.7% | .
5) O=[N+]([O-])c1ccc(CSc2ccc(-c3ccccn3)nn2)cc1
    26.2% | -0.4% | -5.5% | -1.8% | 1.8% | -20.5% | -1.2 | 6.9% | 0.3%
6) O=C(Nc1cccc(S(=O)(=O)N2CCOCC2)c1)C1CC1
    . | 3.4% | 1.8% | -7.9% | -13.3% | . | . | 13.1% | .
7) CCc1nnc(NC(=O)[C@@H](NC(=O)c2cccc(S(=O)(=O)N(CC)CC)c2)C(C)C)s1
    5.3% | -0.1% | -7.6% | -1.6% | -5.2% | ? | -0.2 | 3.4% | 3.3%
8) CN(C)C(=O)c1ccc(NC(=O)COC(=O)c2cc(S(=O)(=O)N(C)C)ccc2N2CCCC2)cc1
    . | -5.0% | 1.8% | -19.7% | -9.4% | . | 0.3 | 9.2% | .
9) COC(=O)C1C2C=CC3(CN(C(C)C)C(=O)C13)O2 (stereo not drawn)
    26.2% | 7.0% | 3.6% | 364.2%[activator] | -0.7% | 1.0% | 0.0 | 34.5%[activator] | 1.5%
10) N#Cc1ccc(OCC(=O)NCC2(N3CCCCC3)CCCCC2)cc1
    -1.5% | 2.6% | -4.4% | -1.1% | -21.0% | -4.3% | 0.1 | 3.2% | 1.6%
11) CCOC(=O)CC(NC(=O)CCc1c(C)nc2c(-c3ccccc3)c(C)nn2c1C)c1ccc(OC(C)C)cc1 (stereo not drawn)
    0.1% | -0.3% | . | -10.3% | ? | 129.9%[activator] | -0.2 | -6.4% | -10.5%
12) COc1ccc(/C=N/NC(=O)c2ccc(COc3cccc4cccnc34)cc2)cc1O
    20.0% | -10.9% | -5.1% | -9.5% | -25.3% | -13.4% | -0.3 | ? | -3.6%
13) CC(C)Oc1ccc(C(=O)N/N=C/c2ccc(-c3ccc(S(=O)(=O)Nc4ncccn4)cc3)o2)cc1
    1.2% | 5.6% | 13.5% | -7.3% | 44.7µM* | -7.1% | 1.3 | ? | -4.1%
14) Cc1ccc(C(CCN(Cc2ccccc2)C(=O)c2ccco2)c2ccco2)cc1 (stereo not drawn)
    10µM* | 19.0% | -11.5% | ? | 50.1µM* | ? | 0.1 | 20µM* | ?
15) CSc1ccccc1NC(=S)Nc1ccccc1C(F)(F)F
    -3.7% | -8.1% | 1.3% | -11.2% | -2.6% | -18.1% | 0.1 | 11.2% | -3.3%
16) Cc1cc2cccc(C)c2nc1SCC(=O)NNC(=O)c1ccco1
    39.2%[activator] | 1.4% | 14.3% | -0.9% | -17.7% | -9.9% | -0.2 | 182.2%[activator] | -3.8%
17) CCC[N+]1(CC#CC2(O)CCCCC2)CCOCC1
    -3.5% | -1.9% | 5.4% | ? | 4.0% | -0.2% | 0.0 | -12.4% | -0.3%
18) COc1ccc(C=O)cc1Cn1ccnc1
    -10.4% | 1.1% | 1.0% | -7.1% | -0.6% | -1.7% | 1.1 | -23.8% | -4.4%
19) Nc1c(C(=O)NCc2cccs2)nnn1CC(=O)Nc1cccc(Cl)c1
    0.1% | -14.3% | ? | -14.2% | -7.2% | ? | 0.7 | -25.2% | -7.2%
20) COc1ccc(-c2nc3ccccc3c(=O)o2)cc1OC
    -1.5% | 3.6% | 15.3% | -25.8% | -14.9% | -6.4% | -0.2 | ? | -7.7%
21) COc1ccc(C2CC(=O)Oc3c(C(C)C)ccc(C)c32)cc1 (stereo not drawn)
    . | 1.8% | -26.5%&3.1% | ? | -10.2%&-20.5% | -0.4%[110 µM] | . | ? | -6.0%[75.6 µM]
22) COC(=O)c1cc2ccsc2n1Cc1ccccc1F
    3.9% | . | 5.7% | -2.0% | -12.7% | -7.7% | 0.0 | 28.3% | -9.7%
23) Cn1c(CCCOc2ccc(Cl)cc2Cl)nnc1SCC(=O)Nc1nccs1
    ? | -7.1% | -1.5% | -4.0% | -10.6% | -5.4% | 1.0 | 31.6%[activator] | 1.2%
24) COc1cc(CCC(=O)N2CCN(c3ccccc3)CC2)cc(OC)c1OC
    15.7% | 15.9% | 18.8% | -0.6% | 4.3% | -10.6% | -0.2 | 145.0%[activator] | 0.9%
25) Cc1occc1C(=O)Nc1sccc1C(N)=O
    -0.5% | -9.2% | 9.8% | -7.1% | -30.7% | -4.3% | 0.3 | -27.3% | -0.6%
26) CN1CCN(CCC(=O)Nc2ccccc2Cl)CC1
    -2.3% | -10.1% | 16.7% | 0.0% | 8.7% | 5.4% | 0.6 | -6.0% | 2.6%
27) CC(=O)N(C(C)=O)S(=O)(=O)c1ccc(N=NN2CCCCC2)cc1
    -1.5% | -1.4% | 2.9% | 1.8% | -5.3% | 11.2% | 0.7 | 97.1%[activator] | -1.2%
28) CCOc1ncccc1C(=O)Nc1nnc(C2CC2)s1
    36.1%[activator] | 1.7% | 12.4% | -4.0% | 2.6% | -10.7% | -0.6 | 98.2%[activator] | 2.3%
29) COc1ccc(NC(=O)CN(C)CC(=O)Nc2cccc(S(=O)(=O)N(C)c3ccccc3)c2)cc1
    -11.9% | 3.1% | -4.8% | -5.5% | -15.0% | -4.2% | 1.9 | 106.9%[activator] | -5.9%
30) COc1ccc(/C=N/NC(=O)CC(=O)NCCc2ccccc2)cc1OC
    38.9% | -2.5% | 13.5% | 0.0% | -12.7% | ? | -0.3 | 8.0% | -0.4%

Single values from above:
Entry for `COc1ccc(/C=N/NC(=O)CC(=O)NCCc2ccccc2)cc1OC` in POLI inh: 8.0%
Entry for `CC(=O)N(C(C)=O)S(=O)(=O)c1ccc(N=NN2CCCCC2)cc1` in BLM helicase inh: -1.2%

Additional entries follow:
The line under a structure holds: POLB inh | ERG-DNA inh | APE1 inh | ALOX12 inh | Pol kappa inh | Apoferritin bind | TRHR ag | POLI inh | BLM helicase inh
31) Cc1ccc(C(=O)Nc2nnc(CC(=O)N/N=C/c3ccc(O)c(O)c3)s2)cc1
    3.55µM* | 1.0% | 1.89µM* | ? | ? | -15.8% | 0.5 | ? | 12.6µM*
32) Cc1ccc2[nH]c3nc(SCCN4CCOCC4)nnc3c2c1
    -5.4% | -11.3% | 2.2% | ? | -14.7% | -7.3% | -0.1 | 4.7% | 2.2%
33) Cc1cccc(C(=O)NCCCNC(=O)c2ccco2)c1
    37.9% | -1.8% | 15.4% | -19.6% | 0.6% | -5.0% | -0.2 | 30.8%[activator] | 1.3%
34) CCN(CC)c1ccc(-c2nc(-c3ccco3)no2)cc1[N+](=O)[O-]
    ? | -0.3% | . | -1.0% | -18.8% | -8.0% | 0.4 | -26.9% | -7.2%
35) CC(C)c1ccc(S(=O)(=O)N2CCN(C(=O)C3CCN(C(=O)c4ccc(F)cc4)CC3)CC2)cc1
    -16.4% | 7.2% | 31.4% | 1.9% | 0.4% | -12.2% | 0.0 | 45.6%[activator] | -2.3%
36) Cc1cc(C(=O)Cn2c(CO)nc3ccccc32)c(C)n1C
    -11.2% | 7.6% | 2.7% | 0.0% | -25.6% | -9.6% | 0.1 | 79.4µM* | -12.7%
37) COc1ccccc1N=Nc1c(C)[nH]n(-c2ccccc2)c1=O
    0.3% | 3.1% | 1.4% | -0.8% | 2.6% | -9.7% | 0.2 | ? | 2.3%
38) COc1ccc(C)cc1NC(=O)N1CCC(CN2CCOCC2)CC1
    24.3% | -12.5% | . | -4.3% | -7.5% | -6.6% | 0.6 | 1.6% | -0.9%
39) O=C(Nc1ccc(Cl)c(C(=O)N2CCOCC2)c1)c1ccccc1
    25.8% | -8.0% | 36.6% | ? | -5.3% | -16.0% | -0.2 | 123.0%[activator] | -4.0%
40) COc1ccc(NC(=O)CCS(=O)(=O)c2ccc3c(c2)CCCN3C(C)=O)cc1
    0.7% | 2.4% | -3.0% | 1.5% | -5.0% | -9.5% | 0.8 | -1.8% | 0.9%
41) Cc1ccccc1C(=O)N=c1sccn1C
    21.5% | 2.1% | 2.4% | 41.9%[activator] | -9.3% | -5.1% | -0.3 | 3.0% | -0.7%
42) N/C(=N\OC(=O)c1ccccc1[N+](=O)[O-])c1cccnc1
    20.1% | 2.6% | -5.9% | ? | -7.5% | -5.9% | 0.6 | 14.6% | 0.1%
43) CSCCC(NC(=O)c1ccco1)c1nc2ccccc2[nH]1 (stereo not drawn)
    32.3% | 14.6% | 27.2% | -0.8% | 4.1% | -4.6% | 0.0 | ? | 0.7%
44) CCc1ccc(NC(=S)N(CCN(C)C)C(C)c2ccncc2)cc1 (stereo not drawn)
    -1.8% | 3.6% | 9.7% | 14.3% | 5.2% | -12.3% | -3.7 | 82.4%[activator] | -3.1%
45) O=C(CN(c1ccccc1)S(=O)(=O)c1ccccc1)N/N=C/c1ccco1
    3.4% | -2.2% | 4.0% | -15.2% | -1.1% | -1.6% | 0.1 | 40.8%[activator] | 1.9%
46) O=[N+]([O-])c1ccccc1C1Nc2cccc3cccc(c23)N1
    10.3% | 12.2% | -0.8% | ? | -28.2% | -4.8% | 0.0 | ? | -9.7%

Not all compounds are listed (hit frequency here may not be typical).
